High-throughput results from PubChem.
E coli RNAP: inhibitors of Escherichia coli RNA polymerase. E. coli RNA polymerase, fluorescence transcription assay. 0.2% of 62,000 active. inhibition, %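 (tested at 10 µM)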. P0A8V2; in the data active means inhibition above about 20%;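 further: 0% = enzyme without compound and 100% = no enzyme blank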
Target sequence (P0A8V2 whole entry, looked up): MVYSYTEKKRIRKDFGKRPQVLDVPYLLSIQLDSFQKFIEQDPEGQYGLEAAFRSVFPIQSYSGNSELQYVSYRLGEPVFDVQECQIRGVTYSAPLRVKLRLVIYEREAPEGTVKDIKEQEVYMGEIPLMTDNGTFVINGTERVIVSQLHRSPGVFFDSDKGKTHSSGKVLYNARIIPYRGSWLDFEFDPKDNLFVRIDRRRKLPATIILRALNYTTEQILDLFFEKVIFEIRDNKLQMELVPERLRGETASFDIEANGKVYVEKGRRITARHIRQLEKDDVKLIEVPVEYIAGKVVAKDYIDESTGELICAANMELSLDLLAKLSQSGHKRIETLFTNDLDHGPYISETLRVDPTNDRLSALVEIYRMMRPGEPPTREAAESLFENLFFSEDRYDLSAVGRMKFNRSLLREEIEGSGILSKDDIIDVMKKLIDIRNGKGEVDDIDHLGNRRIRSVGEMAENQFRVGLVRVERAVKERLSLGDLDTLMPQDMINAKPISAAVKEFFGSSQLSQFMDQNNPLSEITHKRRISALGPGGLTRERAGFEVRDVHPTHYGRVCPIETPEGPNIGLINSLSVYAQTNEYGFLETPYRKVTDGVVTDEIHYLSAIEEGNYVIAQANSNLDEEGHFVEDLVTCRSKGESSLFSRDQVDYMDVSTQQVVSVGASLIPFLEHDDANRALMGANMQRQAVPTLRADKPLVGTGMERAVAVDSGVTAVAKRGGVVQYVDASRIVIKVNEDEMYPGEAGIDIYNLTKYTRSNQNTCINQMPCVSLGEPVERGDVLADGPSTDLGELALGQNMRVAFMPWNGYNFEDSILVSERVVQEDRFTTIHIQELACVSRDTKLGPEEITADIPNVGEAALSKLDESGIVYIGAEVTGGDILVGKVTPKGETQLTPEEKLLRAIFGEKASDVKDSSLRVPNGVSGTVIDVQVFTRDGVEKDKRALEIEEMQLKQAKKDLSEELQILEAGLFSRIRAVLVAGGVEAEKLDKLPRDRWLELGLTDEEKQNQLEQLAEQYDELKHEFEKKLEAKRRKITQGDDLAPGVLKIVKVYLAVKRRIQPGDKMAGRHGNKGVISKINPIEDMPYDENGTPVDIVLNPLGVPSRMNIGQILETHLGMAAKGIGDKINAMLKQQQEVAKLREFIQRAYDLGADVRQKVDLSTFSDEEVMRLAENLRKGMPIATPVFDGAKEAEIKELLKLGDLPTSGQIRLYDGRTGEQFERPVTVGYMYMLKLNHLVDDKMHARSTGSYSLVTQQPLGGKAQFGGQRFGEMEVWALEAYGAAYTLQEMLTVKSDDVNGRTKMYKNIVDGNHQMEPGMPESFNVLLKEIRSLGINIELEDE
Fluor 339 460: intrinsic fluorescence of library compounds, ex339/em460 – biochemical, MLSMR library, data from DPM-DC assay, artefact control, profiling panel; compound autofluorescence, ex339/em460 nm, NADH buffer; stronger effect = higher value; 1 = no-compound wells, NADH background; fluorescence fold increase at 10 µM; 5.5% of 65,000 active;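 active means at 10 µM, mean starting fluorescence two-fold or more over control wells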;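 further: signal is the first read of a kinetic run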
M1 ag: activates the M1 muscarinic receptor; 3% of 64,000 active; B-score at 10 µM; CHO-M1 cells, Fluo-4 calcium fluorescence, agonist mode; stronger effect = higher value;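 active means fluorescence rise, raw or as B-score row- and column-corrected plate score, outside the 99.7% band of its plate's samples, either direction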
TNAP act DEA: activates human TNAP at intermediate phosphate acceptor concentration. P05186. purified TNAP, CDP-star luminescence, 100 mM DEA, 30 min; stronger effect = higher value; scale: 0 levamisole-inhibited, 1 vehicle-only enzyme. activation factor at 20 µM. 64,000 tested, under 10 active. AID 813;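 active means activation factor of at least 2 at 20 µM, relative to controls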
Ecoli tolC: growth inhibitors of E. coli BW25113 tolC mutant; AID 573; 2.2% of 65,000 active; growth inhibition, % at 10 µM (by protocol); OD615;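 active means growth inhibition at or above a cutoff equal to the mean over every tested compound plus 3 SD, cut at about 60% in these data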;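 further: growth measured after 20 h incubation at 37 °C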
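Material: E. coli BW25113 ΔtolC::kan, tolC deletion mutant strain. Measure: percent growth inhibition. Schedule: 37 °C, 20 h exposure. Doses: single-point testing at 10 µM. Signal: A615 absorbance measurement. Buffer or medium: kanamycin-containing LB broth (50 µg/mL).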
NADH coupling: inhibition of NAD/NADH coupling enzymes, library profiling; coupled PK/LDH NADH assays, four targets; IC50, µM (titrated, usually from 10 µM), without a hit: at the top dose inhibition; 0.02% of 65,000 active;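 active means single-dose screening hits from any of four coupled enzyme assays that gave an IC50 when retested across doses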;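 further: the DPM-DC format reads NADH fluorescence rather than 340 nm absorbance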
M1 antag: blocks the rat M1 muscarinic receptor response to acetylcholine; P08482; B-score at 10 µM; CHO-M1 cells, Fluo-4 calcium, ACh EC80 antagonist mode; stronger effect = lower value; 3.4% of 64,000 active;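 active means calcium fluorescence response, raw or row-and-column corrected B-score, differing from the plate sample mean either way at a set confidence level, mostly lower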
SF-1 act: activates the human nuclear receptor SF-1 | Q13285 | CHO-K1 Gal4-SF-1 LBD luciferase reporter; % increase over DMSO SF-1-specific signal | activation, % at 10 µM | 1.9% of 65,000 active | AID 522;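 active means activation above the mean activation of all tested compounds plus 3 SD, cut at about 50% in these data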
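Compound – one dose, 10 µM compound, 1% DMSO · Test system – transient Gal4-SF-1 LBD reporter, CHO-K1 · Input – 4,000 cells in each well · Read-out basis – percent activation relative to DMSO median and mock-transfected background · Replicates – single measurement per compound · Technique – steady-glow luciferase luminescence, read after 15 min reagent incubation · Timing – 20 h compound treatment, 37 °C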
RORa activator: RORA (human) activation; AID 560; activation, % at 10 µM; P35398; 1.5% of 65,000 active; CHO-K1 Gal4-RORA LBD luciferase reporter, luminescence; percent increase over mock-subtracted basal signal;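 active means activation above the mean of all tested compounds plus 3 SD, cut at about 49% in these data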;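 further: 0% = DMSO-treated RORA cells and 100% = added signal equal to DMSO minus mock-transfected cells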
Active calls of the source: *; . = not tested or not shown; [ ] = dose if it differs, or a comment.

SMILES | E coli RNAP | Fluor 339 460 | M1 ag | TNAP act DEA | Ecoli tolC | NADH coupling | M1 antag | SF-1 act | RORa activator
CC1(C)CC(=O)c2cc(OCC(=O)NCCCN3CCN(c4ccccc4F)CC3)ccc2O1 | -2 | 3.4* | -0.62 | 0.9 | 1 | 2%[fluoresces] | -0.55 | -8 | 25
Cc1ccc(-c2nc(=S)c3c(n2CCN2CCOCC2)CC(C)(C)OC3)cc1 | 9 | 1 | 0.2 | 0.9 | -8 | 9% | 0.31 | 22 | -9
Cc1ccc2c(c1)CCCN2C(=O)c1cccs1 | 2 | 1.1 | 1.1 | 0.9 | 25 | 0% | -0.45 | -3 | -12
Nc1nnc(SCc2cc3c(cc2Cl)OCO3)s1 | 7 | 1 | 0.14 | 0.9 | 15 | 3% | -0.14 | 8 | 18
CCOC(=O)Cc1nnc(NC(=O)c2ccccc2OCC)s1 | 6 | 1.1 | -2.7 | 0.8 | 3 | 2% | 0.43 | . | .
COc1cccc(NC(=O)c2ccccc2NS(C)(=O)=O)c1 | 11 | 1.2 | -0.37 | 0.9 | -1 | 1% | -0.0055 | 14 | -2
COCCn1c(=O)[nH]c2cc(C(=O)OC)ccc2c1=O | -12 | 1.7 | 0 | 1 | 0 | 11% | 0.69 | 11 | -10
COc1cccc(Cn2c(NCc3ccccn3)nc3c2c(=O)n(C)c(=O)n3C)c1 | 3 | 1.1 | -0.4 | 1 | 2 | 4% | 0.68 | -1 | 1
O=C(NCc1ccccc1)c1cc(-c2ccco2)on1 | 6 | 1.1 | 0.58 | 0.8 | 6 | 5% | -0.53 | 22 | 24
CCOC(=O)N1CCN(CCC(=O)c2ccc(Cl)cc2)CC1 | 4 | 1 | 3.4* | 0.9 | -13 | 3% | -0.81* | -11 | 13
Cc1cccc(NC(=O)C2CCCN(c3nc(C)cc(C)n3)C2)c1 (stereo not drawn) | 8 | 1.2 | 0.77 | 1 | -4 | 6% | -0.8 | -3 | 1
CCOCCSc1nnc2nc(C)cc(C)n12 | 6 | 1.1 | 0.42 | 1 | -27 | 1% | -0.87 | -2 | 15

Some of the entries so far, with two lines to a compound.
Each structure is followed by: E coli RNAP	Fluor 339 460	M1 ag	TNAP act DEA	Ecoli tolC	NADH coupling	M1 antag	SF-1 act	RORa activator
> COc1cccc(Cn2c(NCc3ccccn3)nc3c2c(=O)n(C)c(=O)n3C)c1
    3	1.1	-0.4	1	2	4%	0.68	-1	1
> O=C(NCc1ccccc1)c1cc(-c2ccco2)on1
    6	1.1	0.58	0.8	6	5%	-0.53	22	24
> CCOC(=O)N1CCN(CCC(=O)c2ccc(Cl)cc2)CC1
    4	1	3.4*	0.9	-13	3%	-0.81*	-11	13

Next part.
SMILES | E coli RNAP | Fluor 339 460 | M1 ag | TNAP act DEA | Ecoli tolC | NADH coupling | M1 antag | SF-1 act | RORa activator
O=C(CCS(=O)(=O)c1ccccc1)Nc1nc2c(s1)CCCC2 | 2 | 1.1 | -1.7 | 0.9 | 29 | 6% | 1 | 4 | 2
O=C(NCc1cccnc1)c1nnc(Cc2ccc(F)cc2)o1 | -3 | 1.1 | 0.64 | 0.9 | -11 | 0% | -0.76 | 16 | -3
CCn1cc(C(=O)OCC(=O)Nc2ccc(S(=O)(=O)N3CCCC3)cc2)c(=O)c2ccc(C)nc21 | 7 | 1 | 0.59 | 1 | 40 | 9% | -0.042 | 8 | 11
CCN(CC(=O)Nc1ccc2c(c1)OCCO2)c1nc(-c2cccnc2)nc2ccccc12 | 1 | 1.1 | 7.3* | 0.9 | 3 | 15% | -0.64 | 9 | -21
Cc1onc(-c2ccccc2Cl)c1C(=O)Nc1nnc(C(C)C)s1 | -1 | 1.1 | -0.16 | 0.8 | 14 | 1% | -2.2* | 9 | 20
O=C(NCCc1nc2ccccc2[nH]1)Nc1ccccc1 | 5 | 1.1 | 0.67 | 0.9 | -8 | 2% | 0.1 | 9 | -1
OCc1n[nH]c(CO)n1 | 5 | 1 | 0.44 | 0.9 | -16 | 4% | 0.025 | 11 | 5
CCCc1cc(C(=O)N(C2CCCCC2)C2CCCCC2)no1 | 10 | 1.1 | -0.39 | 1 | 54 | 5% | -2.5 | -8 | 8
CCCC(C)C(=O)Nc1nnc(C)s1 (stereo not drawn) | 2 | 1.1 | -0.17 | 1 | -19 | 0% | 0.52 | -12 | 3
Cc1ccc(C(=O)CSc2nc3cccnc3n2C)cc1 | 5 | 0.96 | . | 0.9 | -3 | 5% | . | 2 | 12
O=C(CSc1nc2ccccc2c(=O)n1CC1CCCO1)NCC1CCCO1 (stereo not drawn) | 6 | 1.1 | 0.1 | 0.9 | -8 | 5% | 0.53 | 3 | 8
Cc1ccc(NC(=O)C2CCN(S(=O)(=O)c3c(C)n[nH]c3C)CC2)nc1 | 5 | 1.1 | 0.31 | 0.9 | -8 | 6% | 0.37 | -2 | -5
CCCOc1ccc(C2C(=O)N(C3CCCCC3)CC(=O)N2CCC)cc1OC (stereo not drawn) | 7 | 0.99 | -0.46 | 0.9 | 7 | 9% | -0.063 | -8 | 0
Clc1cc(Br)ccc1OCCn1ccnc1 | 7 | 1.1 | 0.84 | 0.9 | 21 | 9% | -3.3* | -7 | -19
NCC(O)COCCC12CC3CC(CC(C3)C1)C2 (stereo not drawn) | 5 | 1.1 | -0.76 | 0.9 | 1 | 4% | 0.56 | -16 | 3
CC(C)Cn1c(N)c(C(=O)CSc2ccc3c(c2)OCCO3)c(=O)n(C)c1=O | 12 | 1 | 3.9 | 0.9 | -6 | 2% | -0.035 | -69 | -78
Cc1cccc(C)c1NC(=O)CSCC(=O)O | -3 | 1.1 | -0.97 | 1 | -3 | 3% | -0.53 | 5 | -4
Oc1ccc2c(c1)oc1cc(O)ccc12 | 2 | 1.6 | 0.32 | 0.9 | 100* | 4% | 0.18 | 27 | 4
O=C(c1ccc(Br)cc1)N1CCN(S(=O)(=O)c2ccccc2)CC1 | -11 | 1 | 0.37 | 0.8 | 4 | 1% | -0.64 | -6 | -6
CCOc1ccc(N2Cc3ccccc3C2)cc1 | 11 | 1.1 | -0.29 | 0.9 | -4 | 7% | -0.54 | 62* | 51*
Oc1ccc(-c2n[nH]c(=S)n2Cc2ccccc2)cc1 | -14 | 1.1 | 0.46 | 0.8 | 15 | 3% | 0.34 | 4 | 4
COc1cccc(C2=CC(c3cc(OC)ccc3OC)n3nnnc3N2)c1 (stereo not drawn) | -3 | 1.2 | -0.47 | 0.9 | 11 | 2% | 0.035 | -3 | 20
CCCCCn1c(=O)[nH]c2c(c1=O)CCC2 | . | 1.1 | -1.6 | . | 4 | 2% | -0.77 | . | .
CCc1nnc(NC(=O)CN2C(=O)c3ccccc3C2=O)s1 | 5 | 1.1 | 0.17 | 0.9 | -13 | 3% | 0.011 | 7 | -1
COc1ccc(N2CCN(C(=O)c3ccc(CNc4c(N5CCOCC5)c(=O)c4=O)cc3)CC2)cc1 | 1 | 1.1 | 1.3 | 0.9 | 5 | 4% | 0.66 | 2 | -9
O=C(N1CCN(c2ccccc2)CC1)C12CC3CC(CC(C3)C1)C2 | 3 | 1.1 | -0.52 | 0.9 | 11 | 6% | -0.16 | -4 | 2
N#CCCN1CCN(S(=O)(=O)c2ccc(S(=O)(=O)NC3CC3)cc2)CC1 | 2 | 1.1 | 0.39 | 1 | -11 | 1% | -0.84 | -8 | -16
COCCNC(=O)C(c1cccc(OC)c1)N(Cc1cccs1)C(=O)Cn1nnc2ccccc21 (stereo not drawn) | 7 | 1 | -0.051 | 0.9 | 0 | 3% | 0.093 | 10 | 1
CN(C)C(=O)COc1ccc2ccc(=O)oc2c1 | 4 | 2.2* | 0.051 | 0.9 | -17 | 6%[fluoresces] | 0.96 | 9 | 7
COC(=O)c1cc(Br)c(=O)n(Cc2ccco2)c1 | 6 | 1.1 | -0.9 | 0.9 | -14 | 3% | -0.29 | 7 | 5
Cc1noc(C)c1S(=O)(=O)N1CCCC(C(=O)N2CCN(C3CCCCC3)CC2)C1 (stereo not drawn) | 5 | 1.1 | -0.56 | 0.9 | -11 | 3% | -0.37 | -8 | 3
CCOC(=O)c1[nH]c2ccc(C)cc2c1N=C(C)N(C)C | 8 | 1.1 | -1.3 | 0.9 | -17 | 5% | -1.7 | -2 | -10
O=C(NC1=NCCS1)C12CC3CC(C1)CC(C(=O)NC1=NCCS1)(C3)C2 | 14 | 1.1 | 0.73 | 0.9 | -10 | 9% | -0.7 | 10 | -7
Cn1cc(S(=O)(=O)CC(=O)N2CCCc3ccccc32)c2ccccc21 | 3 | 1.1 | 0.16 | 1 | 1 | 3% | 1.4 | 16 | 2
CSc1ccc(-c2nnn(Cc3ccccn3)n2)cc1 | 6 | 1.1 | -0.26 | 0.9 | 29 | 4% | -0.52 | 57* | 56*
COC(=O)[C@@H](NC(=O)NCc1cccc(OC)c1)C(C)C | 11 | 1.1 | 0.035 | 1 | -4 | 7% | 0.93 | 0 | -6

Sorted by SMILES length (rising): part of the list above.
SMILES | E coli RNAP | Fluor 339 460 | M1 ag | TNAP act DEA | Ecoli tolC | NADH coupling | M1 antag | SF-1 act | RORa activator
CSc1ccc(-c2nnn(Cc3ccccn3)n2)cc1 | 6 | 1.1 | -0.26 | 0.9 | 29 | 4% | -0.52 | 57* | 56*
COC(=O)c1cc(Br)c(=O)n(Cc2ccco2)c1 | 6 | 1.1 | -0.9 | 0.9 | -14 | 3% | -0.29 | 7 | 5
COCCNC(=O)C(c1cccc(OC)c1)N(Cc1cccs1)C(=O)Cn1nnc2ccccc21 (stereo not drawn) | 7 | 1 | -0.051 | 0.9 | 0 | 3% | 0.093 | 10 | 1

The listing continues.
SMILES | E coli RNAP | Fluor 339 460 | M1 ag | TNAP act DEA | Ecoli tolC | NADH coupling | M1 antag | SF-1 act | RORa activator
CCN(CC)C(=O)CSc1nnc(-c2cccc(OC)c2)o1 | 3 | 1.1 | -0.45 | 0.9 | -3 | 6% | 2 | 21 | 22
CN(C)CCNc1ncnc2ccccc12 | 9 | 1.1 | 0.93 | 0.9 | -18 | 6% | -0.32 | -7 | -4
O=C(C(Cc1ccccc1)N1C(=O)C2C3C=CC(C3)C2C1=O)N1CCCCCC1 (stereo not drawn) | -7 | 1.1 | 0.082 | 1 | 3 | 2% | -0.16 | -10 | -14
O=C(CN1C(=O)c2ccccc2S1(=O)=O)N1CCN(c2ccc(F)cc2)CC1 | 13 | 1.1 | 1.3 | 1 | 6 | 5% | 0.096 | -13 | 0
Cn1c(=O)c2c(nc(NCC3CCCO3)n2C)n(C)c1=O (stereo not drawn) | 6 | 1.1 | 0.0068 | 0.9 | -12 | 2% | 0.068 | -5 | -12
COc1ccc(-c2cc(C(=O)N3CCN(Cc4ccccc4)CC3)no2)cc1OC | 10 | 1 | -0.91 | 0.8 | 28 | 8% | 0.063 | -8 | 11
